BRCA1 expr up = increases BRCA1 expression. MCF7-BRCA1-FFLuc reporter, luminescence, 48 h; response scale: scaled: vehicle 0%, 10 µM genistein 100%. Potency, µM (top dose mostly 46.1 µM), for inactives: top-dose activation, usual class: activators. actives 1.1% (n = 380,000). AID 624202; active = well fitted activation curve with a large enough effect; inconclusive = small, poorly fitted or top-dose-only effect; inactive = no such curve, though single readings can be large or run the other way; also: nearly all actives have a fitted effect of over 80% in size; some results filed as inactive show a strong effect at the top dose
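Luminescence from a BRCA1-driven firefly luciferase in MCF7 cells was the read-out, taken 15 min after substrate addition following 48 h compound exposure at 37 °C. Data were normalized to a 10 microM genistein control and DMSO vehicle.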
* = called active by the depositor; ? = inconclusive. Potency is read from the fitted curve at half-maximal effect. Not all compounds are listed (hit frequency here may not be typical).

SMILES	BRCA1 expr up
Cc1csc2nc(COc3ccc(NC(=O)COc4ccccc4)cc3)cc(=O)n12	11%
COc1ccc(CN(C)c2ccc(-c3nc(C)no3)cc2[N+](=O)[O-])cc1	-31%
COCCCNC(=O)c1ccc2sc([C@@H]3O[C@H](CO)[C@H](O)[C@H](O)[C@H]3O)nc2c1	7%
COc1ccc(OC)c(CN2C(=O)CCC2(C)c2nnnn2Cc2ccccc2)c1 (stereo not given)	0%
COc1cccc(-c2cccc(-c3nc(C(=O)NCc4ccc(Oc5ccccc5)cc4)cc4c3[C@H](CCO)N(S(=O)C(C)(C)C)C4)c2)c1 (stereo not given in full)	5%
COc1ccccc1OC(C)C(=O)Nc1cccc(-c2nc3ccccc3o2)c1 (stereo not given)	25%
CC(C)c1ccc(CNC(=O)C2(C)CCCN2C)cc1 (stereo not given)	6%
COc1cccc(-n2c(=O)c3sc4ccccc4c3n(CC(=O)NC3CCCCC3)c2=O)c1	2%
CCCS(=O)(=O)NC(=O)C1(C)CCCN(C(=O)c2cccc(OC(F)(F)F)c2)C1 (stereo not given)	13%
COc1ccc(-c2cc(NC=O)c3ncc(-c4cccc(C(=O)N(C)C)c4)n3c2)c(OC)c1	-36%
COc1ccc(-n2ccnc(NCCc3ccc(S(N)(=O)=O)cc3)c2=O)cc1	0%
CCOC1CCCc2oc(-c3ccc(OC)cc3)c(C(=O)NCCCCO)c21 (stereo not given)	0%
COCCNC(=O)C1CCCN(C(=O)c2sccc2C)CC1 (stereo not given)	-1%
Cc1cc(N2CCN(c3ccc(F)cc3)CC2)n2nc(-c3ccc(Cl)cc3)nc2n1	-33%
CCOC(=O)C1(C)CCN1C(=O)c1cncc(Br)c1 (stereo not given)	10%
O=C(Nc1ccc(Cl)cn1)c1cnn2c1NC(=C1CC1)C=C2C(F)F	12%
O=C(NCc1ccccc1Cl)c1cc(=O)[nH]c2ccc(S(=O)(=O)N3CCCCC3)cc12	8%
O=C(Nc1cccc2c(=O)[nH][nH]c(=O)c12)c1ccc([N+](=O)[O-])cc1	-1%
COc1ccc(-c2nc3cc(C)ccn3c2NC(=O)c2cccc(F)c2)cc1	10%
O=C(/C=C/[C@H]1O[C@@H](n2cnc3c(NC(=O)c4ccccc4)ncnc32)[C@H](O)[C@@H]1O)NCC1CCCO1 (stereo not given in full)	20%
Cn1c(C(=O)Nc2cccc(Cl)c2)cc2c(=O)n(C)c3ccccc3c21	-17%
Cn1cnc(S(=O)(=O)N2CCCCC2c2cc(C(=O)Nc3cccc4c3CCCC4)no2)c1 (stereo not given)	0%
CCCCn1nnnc1C(c1ccccc1)N1CCN(C)CC1 (stereo not given)	23%
CS(=O)(=O)c1ccc(C(=O)OCC(=O)N2CCN(CCC3CCCCC3)CC2)cc1[N+](=O)[O-]	-75%
CCOc1ccc(N(CC)C(=O)Cn2cnc3sc(C)c(S(=O)(=O)N4CCN(c5ncccn5)CC4)c3c2=O)cc1	6%
COCCCNC(=O)C[C@@H]1C[C@@]2(C(=O)OC)CCCCC=C2N(Cc2ccc(Cl)cc2Cl)C1=O	-3%
CCCCNc1c(CC(C)C)nc2nc(C)cc(C)n12	-2%
CCN(C(=O)c1noc2c1COc1ccc(C)cc1-2)c1cccc(C)c1	-16%
O=C(C[n+]1ccccc1Cl)c1ccc(O)c(O)c1	12%
Cc1ccc(S(=O)(=O)NC(=O)C2(C)CCN2C(=O)Cc2cccs2)nc1 (stereo not given)	-7%
CCOCCCNC(=O)c1ccc2c(=O)n(CCc3ccccc3)c(=O)[nH]c2c1	10%
CC(=O)Nc1cc(-c2ccccc2N(C)C)cn2c(-c3ccc(F)c(Cl)c3)cnc12	-46%
COc1ccccc1CNc1nc(NC(C)C)nc2ccsc12	-25%
O=C(CSc1nnc(-c2ccncc2)n1-c1ccccc1)Nc1ccc(Cl)c(Cl)c1	-10%
COC(=O)c1ccc(Cn2c(C)c(C(=O)NCc3cccs3)sc2=O)o1	0%
COc1ccc(-n2c(SCc3ccccc3F)nc3c([nH]c4ccccc43)c2=O)cc1OC	-30%
CCCn1c(=O)n(-c2ccccc2)c(=O)c2sc3ccccc3c21	5%
Cc1ccc(NC(=O)C2(C)CCN2C(=O)CCC2CCCC2)cc1C (stereo not given)	0%
COc1cccc(NC(=O)Nc2cc(-c3cn4cccnc4n3)ccc2OC)c1	?
OC(C[n+]1ccccc1Cl)c1ccccc1 (stereo not given)	17%

Sorted by SMILES length (highest first): five of the compounds above
SMILES	BRCA1 expr up
COc1cccc(-c2cccc(-c3nc(C(=O)NCc4ccc(Oc5ccccc5)cc4)cc4c3[C@H](CCO)N(S(=O)C(C)(C)C)C4)c2)c1 (stereo not given in full)	5%
CC(=O)Nc1cc(-c2ccccc2N(C)C)cn2c(-c3ccc(F)c(Cl)c3)cnc12	-46%
Cc1cc(N2CCN(c3ccc(F)cc3)CC2)n2nc(-c3ccc(Cl)cc3)nc2n1	-33%
Cc1csc2nc(COc3ccc(NC(=O)COc4ccccc4)cc3)cc(=O)n12	11%
CCOC(=O)C1(C)CCN1C(=O)c1cncc(Br)c1 (stereo not given)	10%

New compounds follow
SMILES	BRCA1 expr up
Cc1ccc(C(O)c2ncc(-c3cccc4ccccc34)[nH]2)c(C)c1 (stereo not given)	1%
COc1cc(OC)nc(Nc2nc(C(N)Cc3ccccc3)cs2)n1 (stereo not given)	0%
Cc1cc(Br)cn2c(Cc3ccsc3)c(-c3ccco3)nc12	-20%
CCN1C(=O)[C@H]2[C@H]3[C@H](O)[C@H](O)CC(=O)[C@@H]3CC[C@H]2C1=O	1%
CCc1ccc2c(c1)NC(=O)C2(C)Cc1ccccc1 (stereo not given)	20%
COc1ccc(NC(=O)c2cc(-c3cc(Cl)ccc3OC)n[nH]2)c(C)c1	-27%
O=C1c2ccccc2C(c2nnnn2-c2ccc3c(c2)OCCO3)N1Cc1cccs1 (stereo not given)	-10%
COC(=O)[C@]12CCCCC=C1N(Cc1ccccc1)C(=O)[C@H](CC(=O)NCc1ccc(OC)c(OC)c1)C2	-4%
CC1(C(=O)NCc2cccs2)CCN1C(=O)Cc1ccc(Cl)cc1Cl (stereo not given)	16%
CCOc1ccc(C2CC(=O)n3nc(-c4ccc(C)cc4)nc3S2)cc1OC (stereo not given)	7%
CC1(C(=O)NS(=O)(=O)c2ccccc2C(F)(F)F)CCN1C(=O)CCC1CCCC1 (stereo not given)	17%
CCC1CCc2nc3sc(C(=O)Nc4ccc(C)cc4C)c(N)c3cc2C1 (stereo not given)	5%
CCC1CN(CC(=O)NCc2cccc(Br)c2)c2ccccc2S1 (stereo not given)	-3%
C1=Cc2ccccc2/C1=C\c1ccc(/C=C2\C=Cc3ccccc32)cc1	1%
CCOc1ccc(Sc2cc(C(=O)NC(C)CC)c3ccccc3n2)cc1 (stereo not given)	2%
O=C(Nc1cc(Cl)ccc1Cl)c1cc([N+](=O)[O-])cc(Br)c1O	?
COCOc1cccc(CN2CCC2(C)C(=O)Nc2ccc(OC)c(OC)c2)c1 (stereo not given)	4%
Cc1ccccc1C(=O)Nc1nnc([C@@H]2C[C@H](O)[C@@H](CO)O2)s1	-38%
COc1cccc(CNC(=O)C2(C)CCCCN2C)c1 (stereo not given)	6%
O=c1cc(COc2ccccc2Cl)nc2scc(-c3ccccc3)n12	10%

Five records drawn at random from those above:
SMILES	BRCA1 expr up
CC1(C(=O)NS(=O)(=O)c2ccccc2C(F)(F)F)CCN1C(=O)CCC1CCCC1 (stereo not given)	17%
Cc1csc2nc(COc3ccc(NC(=O)COc4ccccc4)cc3)cc(=O)n12	11%
COc1cccc(CNC(=O)C2(C)CCCCN2C)c1 (stereo not given)	6%
COc1cccc(-n2c(=O)c3sc4ccccc4c3n(CC(=O)NC3CCCCC3)c2=O)c1	2%
CCOCCCNC(=O)c1ccc2c(=O)n(CCc3ccccc3)c(=O)[nH]c2c1	10%

Following part:
SMILES	BRCA1 expr up
O=C(c1ccc2c(c1)N(Cc1ccccc1F)C(=O)c1ccccc1S2(=O)=O)N1CCOCC1	10%
CCCN(C(=O)Cn1ncc2c1-c1ccccc1OC2)c1cccc(C)c1	-1%
COc1cccc(-n2c(=O)c3cc(OC)c(OC)cc3n(CC(=O)Nc3ccc(F)cc3)c2=O)c1	-13%
Cc1ccc(C)c(N2CCN(S(=O)(=O)c3ccc(C4CCCCC4)cc3)CC2)c1	-6%
CCCCC[C@@H](C)N1C[C@@H](COCc2ccccc2)Oc2cc(N3CCC[C@@H]3COC)ccc2S1(=O)=O	2%
CC(C)c1ccc(CC(=O)N2CCC2(C)C(=O)NS(=O)(=O)c2ccc(F)cc2F)cc1 (stereo not given)	-2%
Cc1oc2ncn(CC(C)C)c(=O)c2c1C(=O)Nc1ccc(Cl)cn1	-16%
CCc1nc2c(OCc3cc(Cl)cc(Cl)c3)cccn2c1N(C)C(=O)CC(C)C	-33%
O=C(CCCCn1c(=O)c2ccccc2n(CC(=O)Nc2cccc(F)c2)c1=O)NCc1ccccc1Cl	-5%
Cc1cccc(N2CCN(C(=O)c3cc4c(=O)oc5ccccc5c4s3)CC2)c1C	1%
CCN1CCc2c(sc(NC(=O)c3ccc(S(=O)(=O)N(C)C4CCCCC4)cc3)c2C(N)=O)C1	-39%
CCCCNC(=O)C1(C)CCCCN1C(=O)c1ccc(F)c(C)c1 (stereo not given)	-5%
Cc1cccc(N2CCN(C3(c4ccccc4)C(=O)c4ccccc4C3=O)CC2)c1C	12%
Brc1cccc(-c2nc3c4ccccc4ccn3c2Cc2ccccc2)c1	-25%
OB(O)c1ccc(Br)cc1	3%
CC1(C(=O)NS(=O)(=O)c2cccc(F)c2)CCN1C(=O)CCC1CCCC1 (stereo not given)	8%
CN(C)CCNC(=O)c1cccc(-c2cnc3c(NC=O)cc(-c4ccccc4F)cn23)c1	-5%
CCCCNC(=O)C1(C)CCCCCN1Cc1cc2ccccc2o1 (stereo not given)	-4%
CCCCCCCCN1C(=O)[C@H](CC(=O)NCCCOC)C[C@@]2(C(=O)OCC)CCCC=C12	-12%
Cc1cn([C@H]2C[C@H](O)[C@@H](/C=C/C(=O)NCCN3CCCCC3)O2)c(=O)[nH]c1=O	2%
COc1ccc(-c2nc3ccc(Cl)cn3c2Cc2cccc(Cl)c2)cc1OC	18%
Cc1ccc(-c2nc(C)c(CCNC(=O)C(=O)Nc3ccc(C)c(Cl)c3)s2)cc1	7%
CCOc1ccccc1NC(=O)C(C)N(c1ccccc1)S(C)(=O)=O (stereo not given)	7%
CNc1cccc(-c2ccccc2CO)n1	11%
Cc1cc(C)n2c(NC3CCCC3)c(-c3cc4ccccc4o3)nc2n1	-3%
Cc1ccccc1S(=O)(=O)NC(=O)C1(C)CCN1C(=O)COc1ccc(Cl)cc1 (stereo not given)	0%
Cc1cc(Br)ccc1NC(=O)COC(=O)c1ccccc1OCC(N)=O	3%
Cn1c(=O)[nH]c(=O)c2c1nc1n2CCN1c1ccccc1	6%
Cc1noc2ncnc(N3CCN(c4ccccc4F)CC3)c12	-6%
CCOc1ccc(NC(=O)NCCCN2CCN(c3ccc(F)cc3)CC2)cc1	-23%
CCCCN1C(=O)C(CC(=O)NCc2cccs2)CC(C(=O)N2CCCCCC2)=C1C (stereo not given)	8%
C[C@@H]1CCCN1[C@H]1CS(=O)(=O)N[C@@H]1COCc1ccccc1	2%
CC(=O)Nc1cnc(-c2ccc3c(c2)OCO3)cn1	2.8µM*
COCCNC(=O)CCn1c(=O)[nH]c2cc(OC)c(OC)cc2c1=O	13%
CC(CC(=O)Nc1ccc2c(c1)c(=O)n(C)n2Cc1cccc(C(F)(F)F)c1)C(F)(F)F (stereo not given)	-13%
Cc1ccccc1S(=O)(=O)NC(=O)C1(C)CCN1C(=O)CC1CCCCC1 (stereo not given)	12%
CCC(CC)C(=O)N(C)c1c(C)nc2c(OCc3ccc(OC(F)F)cc3)cccn12	-30%
CCCNC(=O)Cn1c(SCc2ccccc2C)nc2ccncc21	35%
COc1ccc2c(c1)c1c(c(=O)n(-c3ccc(OC)c(OC)c3)c(=O)n1Cc1ccc(C)cc1)n2C	1%
CCOC(=O)c1c(NC(=O)c2ccc(S(=O)(=O)N(CC(C)C)CC(C)C)cc2)sc2c1CCN(C(=O)OCC)C2	6%
COc1cccc(-c2nc3nc(C)cc(C)n3c2NCc2ccccc2)c1	9%
CCCN1C(=O)c2ccccc2NC1c1ccc(OC)c(COc2ccc([N+](=O)[O-])c(C)c2)c1 (stereo not given)	0%
NC(c1csc(Nc2cnccn2)n1)C1CCCCC1 (stereo not given)	20%
CSc1ccc(CN2CCC2(C)C(=O)NC2CCN(Cc3ccccc3)CC2)cc1 (stereo not given)	-16%
CCC(=O)N1CCC1(C)C(=O)Nc1nccs1 (stereo not given)	2%
COC(=O)c1ccc2nc(-c3ccc(Cl)cc3)c(Cc3ccsc3)n2c1	10%
C(=C\c1ccccc1)/CN1CCN(C(c2cc3ccccc3o2)c2nnnn2Cc2ccccc2)CC1 (stereo not given)	-5%
COc1cc(C(O)c2nc(-c3cccc(C#N)c3)cs2)ccc1F (stereo not given)	-17%
CC(C)c1ccc(NC(=O)C2(C)Cc3c(-c4ccc(C(N)=O)cc4)ccnc3O2)cc1 (stereo not given)	0%
CCc1nnc(NC(=O)[C@@H]2CCCN2C(=O)c2cccs2)s1	7%
CCNC(=O)C1(C)CCCN(Cc2csc(-c3ccccc3)n2)C1 (stereo not given)	1%
CCOc1ccc(CCNC(=O)c2cc3c(=O)n(C)c4ccccc4c3n2C)cc1	5%

High-throughput results (PubChem)
